# Tau ThT inhib = qHTS for Inhibitors of Tau Fibril Formation, Thioflavin T Binding; Microtubule-associated protein tau (Homo sapiens), P10636; recombinant tau K18 P301L, heparin-induced fibrillization, ThT fluorescence; Potency, µM (doses to about 57.4 µM), for the others: top-dose activity, negative = inhibition, actives largely listed as inhibitors; hit rate 2.1% among 270,000; AID 1460, 2008; note: nearly all actives have a fitted effect of over 55% in size
# Target sequence (P10636 561-689 P618L limits assumed): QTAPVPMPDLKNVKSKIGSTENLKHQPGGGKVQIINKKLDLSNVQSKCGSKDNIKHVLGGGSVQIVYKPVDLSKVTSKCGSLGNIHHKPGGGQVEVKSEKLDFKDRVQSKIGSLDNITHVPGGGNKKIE
#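 Tau K18 P301L fragment (15 uM unlabeled plus 0.24 uM Alexa 594-labeled) in 100 mM sodium acetate pH 7 with compound, fibrillization induced by 20 uM heparin for 6 hr at 37 C. Thioflavin T (30 uM) added, fluorescence read after 1 hr (ex 450, em 510 nm).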
# Tau FP inhib = qHTS for Inhibitors of Tau Fibril Formation, Fluorescence Polarization; K18 P301L tau heparin fibrillization, Alexa594 FP, 6 h; hit rate 0.39% among 280,000; Potency, µM (doses to about 57.7 µM), inactives show at the highest dose activity, negative = inhibition, most hits filed as inhibitors; Microtubule-associated protein tau (Homo sapiens), P10636; note: nearly all actives have a fitted effect of over 55% in size
#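 Compound effects on tau fibrillization are measured by Alexa 594 fluorescence polarization (ex 555, em 632 nm). K18 P301L tau is used at 15 uM with 0.24 uM labeled tracer, and 20 uM heparin induces aggregation over 6 hr at 37 C.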
# TRb SRC2 PPI = qHTS for Inhibitors of the Interaction of Thyroid Hormone Receptor and Steroid Receptor Coregulator 2. Thyroid hormone receptor beta (Homo sapiens), P10828. TRbeta-SRC2 peptide binding, fluorescence polarization; receptor liganded with 1 µM T3. Potency, µM (highest dose often 106 µM), for the others: at the top dose activity change, negative = inhibition, actives largely listed as inhibitors. hit rate 0.065% among 280,000. AID 1469, 2008;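 note: plate controls were bound peptide for no effect and peptide without receptor for full effect; nearly all actives have a fitted effect of over 50% in size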
# Target sequence (P10828 whole entry, looked up): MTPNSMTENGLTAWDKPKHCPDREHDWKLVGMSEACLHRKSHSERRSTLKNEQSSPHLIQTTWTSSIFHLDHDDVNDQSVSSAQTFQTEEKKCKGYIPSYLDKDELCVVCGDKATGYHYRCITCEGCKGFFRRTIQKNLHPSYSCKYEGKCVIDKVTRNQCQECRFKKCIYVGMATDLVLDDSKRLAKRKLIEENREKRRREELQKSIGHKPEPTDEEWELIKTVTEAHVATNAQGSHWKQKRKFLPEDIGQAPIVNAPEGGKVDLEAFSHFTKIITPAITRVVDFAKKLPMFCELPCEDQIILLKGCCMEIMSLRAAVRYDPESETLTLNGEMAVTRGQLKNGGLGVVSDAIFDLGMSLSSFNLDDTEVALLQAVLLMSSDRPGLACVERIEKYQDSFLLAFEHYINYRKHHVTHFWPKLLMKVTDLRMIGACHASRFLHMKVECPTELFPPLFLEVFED
#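 Human TRb LBD (0.6 uM) plus Texas Red-labeled SRC2 peptide (20 nM), 1uM T3, 5% DMSO, 5 hr at ambient temperature. Decreased polarization (555/632 nm) flags inhibition; data normalized to free and bound peptide controls.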
# GLA spleen mod = qHTS Assay for Inhibitors and Activators of Human alpha-Galactosidase From Spleen Homogenate; Alpha-galactosidase A (Homo sapiens), P06280; AID 2107, 2009; hit rate 0.008% among 240,000; Potency, µM (titrated, usually from 80 µM), without a hit: at the top dose activity change, negative = inhibition, actives largely listed as inhibitors; human spleen homogenate, 4MU-alpha-Gal fluorescence, 40 min;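 note: 0% = enzyme with vehicle and -100% = no enzyme basal signal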
#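 Human spleen homogenate (1 ug) as enzyme source, 4-methylumbelliferyl-alpha-D-galactopyranoside 1 mM final, citrate/phosphate pH 5.0 with 0.01% Tween-20. Compounds 40 min at 37C, NaOH/glycine stop; fluorescence Ex 365/Em 440, Hill-fit AC50.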
# ALDH1A1 inh = qHTS Assay for Inhibitors of Aldehyde Dehydrogenase 1 (ALDH1A1); Potency, µM (highest dose often 75.3 µM), without a hit: top-dose activity, negative = inhibition, usual class: inhibitors; Purified ALDH1A1, NADH fluorescence, propionaldehyde substrate; hit rate 7.3% among 220,000; AID 1030, 2008; Aldehyde dehydrogenase 1A1 (Homo sapiens), P00352; active = well fitted inhibition curve with a large enough effect, not every such curve was filed as active; inconclusive = small, poorly fitted or top-dose-only effect, or another doubt; inactive = no such curve, though single readings can be large or run the other way;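 note: plate controls were no enzyme wells and a reference inhibitor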
# Target sequence (P00352 whole entry, looked up): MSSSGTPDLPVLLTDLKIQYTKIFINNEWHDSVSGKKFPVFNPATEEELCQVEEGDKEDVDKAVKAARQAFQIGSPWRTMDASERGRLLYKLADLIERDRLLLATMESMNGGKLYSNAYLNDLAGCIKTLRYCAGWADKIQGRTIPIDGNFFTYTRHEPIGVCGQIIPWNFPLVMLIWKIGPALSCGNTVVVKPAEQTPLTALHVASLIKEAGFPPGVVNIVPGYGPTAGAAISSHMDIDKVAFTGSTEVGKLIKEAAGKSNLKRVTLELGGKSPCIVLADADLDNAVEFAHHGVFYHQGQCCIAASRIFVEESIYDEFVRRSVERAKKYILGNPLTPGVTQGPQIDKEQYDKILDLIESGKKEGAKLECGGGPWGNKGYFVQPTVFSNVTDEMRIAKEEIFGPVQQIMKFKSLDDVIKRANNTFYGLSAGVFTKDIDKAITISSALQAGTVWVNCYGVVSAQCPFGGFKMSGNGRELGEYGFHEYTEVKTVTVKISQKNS
# Tau fluor counter = Counterscreen qHTS for Inhibitors of Tau Fibril Formation, Fluorescence Polarization; tau K18 P301L Alexa594 fluorescence, heparin fibrillization; Potency, µM (series often up to 57.7 µM), without a hit: at the highest dose activity change, negative = decrease; AID 1463, 2008; hit rate 0.93% among 280,000; note: nearly all actives have a fitted effect of over 55% in size
#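 Human tau K18 P301L (15 uM unlabeled, 0.24 uM Alexa 594-labeled) in 100 mM sodium acetate pH 7 with 20 uM heparin, 6 hr at 37 C. ThT 30 uM added, 1 hr ambient; Alexa 594 FP and total fluorescence read at 555/632 nm.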
# L3MBTL1 inh = qHTS Assay for the Inhibitors of L3MBTL1 | Potency, µM (series often up to 57.1 µM), for the others: at the highest dose activity, negative = inhibition, actives largely listed as inhibitors | AID 485360, 2010 | hit rate 0.66% among 230,000 | AlphaScreen L3MBTL1–H3K9me1 peptide binding; note: nearly all actives have a fitted effect of over 60% in size
#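 Read-out is AlphaScreen signal from streptavidin donor and nickel chelate acceptor beads (10 ug/mL final each) bridging L3MBTL1 (50 nM) and biotinylated K9-monomethylated H3(1-15) peptide (75 nM), after 30 min compound exposure at room temperature.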
# TexasRed fluor = Total Fluorescence Counterscreen for Inhibitors of the Interaction of Thyroid Hormone Receptor and Steroid Receptor Coregulator 2; TRb/SRC2 Texas Red total fluorescence interference; Potency, µM (doses to about 106 µM), without a hit: at the top dose fluorescence change, negative = quenching; hit rate 0.29% among 280,000; active = well fitted curve in either direction with a large enough effect; inconclusive = small, poorly fitted or top-dose-only effect
#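 Human TRβ ligand-binding domain (0.6 uM) and Texas Red SRC2 peptide (20 nM) in Tris buffer with 1 uM T3 and 5% DMSO were incubated with pinned compound for 5 hr at ambient temperature. Total fluorescence was computed as S + 2P (555/632 nm).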
# Active calls of the source: *; ? = inconclusive; · = not tested or not shown; & = joins results of further samples; [ ] = remark or other dose. Unless noted, calls come from the whole dose curve; as a rule, active = well fitted curve in the direction sought with a large enough effect; inconclusive = small, poorly fitted or top-dose-only effect, or another doubt; inactive = no such curve, though single readings can be large; an effect the other way counts as inactive or inconclusive. Unless noted, % is set by controls: 0 for no effect and ±100 for the full control effect; potency is the fitted concentration of half-maximal effect.
(1) Cc1ccc(C(=O)N/C(=C/c2cccnc2)C(=O)NCc2ccco2)cc1
(2) Clc1ccc(OCc2nnc(SCc3nnc(-c4ccccc4)o3)o2)c(Cl)c1
(3) CCOC(=O)c1ccc(Nc2nc(N)c3cc(OC)c(OC)cc3n2)cc1
(4) Cc1ccc(S(=O)(=O)N(C)C)cc1NC(=O)COC(=O)CCC(=O)c1cccs1
(5) CNc1c([N+](=O)[O-])cnn1-c1ccccc1F
(6) Cc1c(C(=O)Nc2cccc(Cl)c2)oc2ccc(S(=O)(=O)N(C)C3CCCCC3)cc12
(7) COc1ccc(OCC2c3cc(OC)c(OC)cc3CCN2C(=O)c2ccc(F)cc2)cc1 (stereo not given)
(8) Cc1cccc(CS(=O)(=O)Cc2ccc(C(=O)NCc3cccs3)o2)c1

entry no.	1	2	3	4	5	6	7	8
Tau ThT inhib	-10%	13%	?	-2%	6%	3%	-10%	-6%
Tau FP inhib	-4%	4%	?	-8%	12%	?	1%	-4%
TRb SRC2 PPI	3%	5%	0%	1%	1%	-2%	9%	-2%
GLA spleen mod	7%	2%	·	0%	-4%	·	·	-4%
ALDH1A1 inh	-4%	?	·	-7%	-14%	·	·	-3%
Tau fluor counter	-6%	12%	?	-4%	8%	-16%	-13%	-5%
L3MBTL1 inh	9%	-5%	·	10%	5%	·	·	·
TexasRed fluor	0%	-3%	-3%	1%	0%	0%	0%	-5%

(9) CCCCOC(=O)C1C2C=C[C@]3(CN(C(C)c4ccc(OC)cc4)C(=O)[C@H]13)O2 (stereo not given in full)
(10) S=C(NCC1CCCO1)Nc1cc(Cl)c(Cl)cc1Cl (stereo not given)
(11) CCC(=O)Nc1cccc(NC(=O)c2cccc([N+](=O)[O-])c2)c1
(12) Cc1cc(C)cc(-n2ccn(Cc3ccccc3C)c(=O)c2=O)c1
(13) COc1ccc(NC(=O)CN(Cc2ccccc2)S(C)(=O)=O)c(OC)c1
(14) CCc1ccc(NC(=O)N(CCN(C)C)C(C)c2cccnc2)cc1 (stereo not given)
(15) CCCCSc1nnc(C)c(=O)[nH]1
(16) Cc1ccc(F)cc1NC(=O)c1cccc(N(C)C)c1

entry no.	9	10	11	12	13	14	15	16
Tau ThT inhib	8%	3%	-12%	0%	4%	3%	-5%	?
Tau FP inhib	4%	-10%	-3%	-17%	-9%	6%	6%	3%
TRb SRC2 PPI	3%	0%	-4%	3%	-4%	5%	-12%	-19%
GLA spleen mod	5%	-11%	2%	·	13%	0%	-4%	0%
ALDH1A1 inh	10%	-5%	-2%	·	-1%	?	9%	?
Tau fluor counter	7%	-19%	-9%	-8%	-4%	0%	1%	-18%
L3MBTL1 inh	-1%	2%	10%	·	-5%	·	-1%	12%
TexasRed fluor	-1%	-4%	2%	-2%	-6%	-2%	-1%	-1%

(17) NC1(C(=O)O)CC1
(18) CC(=O)c1ccc(NC(=O)Cn2cc(S(=O)(=O)Cc3cccc(Cl)c3)c3ccccc32)cc1
(19) Cc1nc2c(c3c1[nH]c1ccccc13)C(O)CC(C)(C)C2 (stereo not given)
(20) COc1ccc2c(c1OC)C(=O)OC2Nc1ncccc1C (stereo not given)
(21) COc1ccc(C(=O)Nc2ccc3oc(-c4cccc5c(Br)cccc45)nc3c2)cc1
(22) O=C(/C=C/c1c(Cl)nc2ccccn12)N1CCCCC1
(23) Cc1nnc(SCC(=O)N/N=C/c2cn(-c3ccccc3)nc2-c2ccc(F)cc2)n1-c1ccccc1
(24) O=C(CN1C(=O)c2cccc3cccc1c23)Nc1cccnc1

entry no.	17	18	19	20	21	22	23	24
Tau ThT inhib	-6%&-6%	3%	5%	6%	?	3%	-13%	-3%
Tau FP inhib	-6%&-6%	?	3%	3%	?	3%	?	-6%
TRb SRC2 PPI	1%&-10%&-4%	12%	-7%	-12%	-9%	3%	2%	-18%
GLA spleen mod	3%&24%&3%	·	7%	-2%	·	-5%	14%	?
ALDH1A1 inh	8%&-7%	·	?	0%	·	11µM*	?	-4%
Tau fluor counter	-10%&-5%	?	8%	1%	-20%	5%	-17%	-3%
L3MBTL1 inh	·	·	6%	4%	·	38%[activator]	-7%	-28%
TexasRed fluor	2%&4%&-5%	10%	1%	-2%	3%	0%	4%	2%

(25) NS(=O)(=O)c1ccc(NC(=S)N2CCC(O)CC2)cc1
(26) CCOC(=O)c1c(C)n(C)c2ccc(OC)c(NC(=O)CN3CCN(Cc4ccccc4)CC3)c12
(27) Cc1cccc(N2CCN(C3=NC(=O)/C(=C\c4cn[nH]c4-c4ccccc4)S3)CC2)c1
(28) C=CCOc1c2ccc(C(=O)NC3CCCc4ccccc43)cc2nn1C (stereo not given)
(29) CCCC(=O)NC(=S)Nc1nc(-c2ccc(OC)cc2)cs1
(30) O=C(NCCc1ccc(Cl)cc1)c1c2c(nc3ccccc13)C(=O)N(C1CCCCC1)C2
(31) COc1ccc(NC(=O)CCc2c(C)nc3c(-c4ccc(F)cc4)c(C)nn3c2C)c(OC)c1
(32) Cc1ccc(NC(=O)CCc2c(C)nc3c(-c4ccccc4)c(C)nn3c2C)c(C)c1

entry no.	25	26	27	28	29	30	31	32
Tau ThT inhib	-11%	-13%	?	-1%	2%	-10%	-5%	?
Tau FP inhib	-7%	-4%	-3%	-3%	-8%	2%	-1%	-5%
TRb SRC2 PPI	3%	7%	1%	-6%	-5%	-6%	0%	-2%
GLA spleen mod	-1%	-4%	-5%	-18%	-1%	·	·	·
ALDH1A1 inh	7%	-1%	3%	?	4%	·	·	·
Tau fluor counter	-13%	-5%	-11%	-4%	-2%	0%	-13%	-8%
L3MBTL1 inh	·	-2%	7%	-6%	-3%	·	·	·
TexasRed fluor	1%	2%	-5%	0%	-1%	1%	-2%	2%

# 5 structures out of the list, sorted by molar mass, high to low:
(26) CCOC(=O)c1c(C)n(C)c2ccc(OC)c(NC(=O)CN3CCN(Cc4ccccc4)CC3)c12
(30) O=C(NCCc1ccc(Cl)cc1)c1c2c(nc3ccccc13)C(=O)N(C1CCCCC1)C2
(32) Cc1ccc(NC(=O)CCc2c(C)nc3c(-c4ccccc4)c(C)nn3c2C)c(C)c1
(29) CCCC(=O)NC(=S)Nc1nc(-c2ccc(OC)cc2)cs1
(25) NS(=O)(=O)c1ccc(NC(=S)N2CCC(O)CC2)cc1

entry no.	26	30	32	29	25
Tau ThT inhib	-13%	-10%	?	2%	-11%
Tau FP inhib	-4%	2%	-5%	-8%	-7%
TRb SRC2 PPI	7%	-6%	-2%	-5%	3%
GLA spleen mod	-4%	·	·	-1%	-1%
ALDH1A1 inh	-1%	·	·	4%	7%
Tau fluor counter	-5%	0%	-8%	-2%	-13%
L3MBTL1 inh	-2%	·	·	-3%	·
TexasRed fluor	2%	1%	2%	-1%	1%

# The listing continues.
(33) O=[N+]([O-])c1cnccc1Nc1ccccc1
(34) S=C(NCC1CCCO1)N1CCN(c2ccccc2)CC1 (stereo not given)
(35) O=C(CCc1nc2ccccc2c(=O)[nH]1)OCc1ccccc1F
(36) CC(C)N1CCC(N2CCN(C3CCCCC3)CC2CCO)CC1 (stereo not given)
(37) Cc1nc2cc(NC(=O)NCc3ccco3)ccc2o1
(38) COc1cc(NC(=O)c2cccs2)cc(OC)c1
(39) OC(CNCC1CCCO1)Cn1c2ccc(Br)cc2c2cc(Br)ccc21 (stereo not given)
(40) COc1cc2ccccc2cc1C(=O)Nc1ccc(Cc2ccncc2)cc1

entry no.	33	34	35	36	37	38	39	40
Tau ThT inhib	-17%	-8%	-8%	-3%	-4%	-15%	?	-2%
Tau FP inhib	2%	-6%	-4%	-1%	-4%	-4%	?	3%
TRb SRC2 PPI	-16%	7%	-7%	6%	-11%	5%	-1%	0%
GLA spleen mod	-2%	6%	-3%	0%	-5%	-3%	2%	1%
ALDH1A1 inh	?	-5%	15%	-7%	4%	4%	?	?
Tau fluor counter	-9%	-5%	-5%	-6%	-10%	-16%	?	-25%
L3MBTL1 inh	·	·	9%	-5%	4%	-4%	2%	·
TexasRed fluor	-1%	0%	-1%	1%	2%	-6%	0%	-1%

(41) Cc1ccc(Oc2ccc(C(F)(F)F)cc2[N+](=O)[O-])c([N+](=O)[O-])n1
(42) CCCCNC(=O)c1cc2ccccc2s1
(43) COc1ccccc1N=c1scc(-c2ccc3c(c2)NC(=O)CO3)n1CC1CCCO1 (stereo not given)
(44) COc1ccc(S(=O)(=O)CCC(=O)N2c3ccccc3CC2C)cc1 (stereo not given)
(45) CCn1c2ccccc2c2cc(NC(=O)CCCN3C(=O)CCC3=O)ccc21
(46) CC1(C)CC(=O)c2cc(OCC(=O)N3CCCCCC3)ccc2O1
(47) O=C(O)/C=C\C(=O)Nc1ccccc1C#Cc1ccc(Br)cc1
(48) O=C(CCCN1C(=O)c2ccccc2C1=O)Nc1c2c(nc3c1CCC3)CCC2

entry no.	41	42	43	44	45	46	47	48
Tau ThT inhib	-2%	-2%	-14%	2%	-13%	2%	-22%	14%
Tau FP inhib	0%	6%	11%	8%	13%	-7%	-3%	2%
TRb SRC2 PPI	0%	-2%	1%	-7%	-3%	-1%	1%	-5%
GLA spleen mod	6%	-5%	-1%	7%	-1%	?	19%	1%
ALDH1A1 inh	·	-4%	?	-8%	4%	?	?	-1%
Tau fluor counter	-12%	-2%	-24%	0%	-19%	-5%	-19%	12%
L3MBTL1 inh	-8%	3%	·	·	-10%	7%	33%[activator]	42%[activator]
TexasRed fluor	-7%	0%	-7%	-2%	-2%	-6%	-2%	-4%
